SRC1 TRFRET art = TR-FRET artefact, counter-screen to PPARgamma/SRC-1 agonist assay. 99,000 compounds, 0.34% hits. TR-FRET detection artefact counter-screen, emission ratio; active compounds read high. TR-FRET ratio at 8 µM. AID 1051; in the data active means TR-FRET ratio above about 2300; further: inactives centre near 1800; reference of the scale not given here
SRC3 TRFRET art = counter-screen for PPARgamma SRC-3 recruitment agonists: TR-FRET artefact | PPARgamma/SRC-3 format; active compounds read high | TR-FRET ratio at 8 µM | 99,000 compounds, 0.39% hits; in the data active means TR-FRET ratio above about 2000; further: inactives centre near 1600; reference of the scale not given here
An asterisk follows results filed as active. A portion of the library; rates above refer to the full screens.

Molecule	SRC1 TRFRET art	SRC3 TRFRET art
Cc1cc(Nc2ccc(Br)cc2)n2nc(C)nc2n1	2002	1722
COc1cccc(C=Nc2ccccc2C#N)c1O	1718	1743
CC(=O)Oc1cccc(/C=C2\C=C(c3ccc(C)cc3)OC2=O)c1	1988	1653
CN(C)S(=O)(=O)c1cccc(NC(=O)Cc2ccc(Cl)cc2)c1	1845	1616
CCOc1ccc2ccccc2c1C(=O)N[C@@H]1C(=O)N2[C@@H]1SC(C)(C)[C@@H]2C(=O)O	1791	1515
O=C(NC(=S)Nc1cccc([N+](=O)[O-])c1)c1ccco1	1839	1498
CN1CCN(C(=S)Nc2ccc(S(N)(=O)=O)cc2)CC1	1876	1556
CCN(CC(=O)Nc1sc2c(c1C#N)CCCC2)Cc1nc2ccccc2c(=O)[nH]1	2121	1590
COc1ccc(CC(=O)NCc2nnc(SCC(=O)Nc3nccs3)n2C)cc1	1864	1616
Cc1cccc2c(C(=O)N3CCN(C(=O)c4ccco4)CC3)cc(-c3cccc(Br)c3)nc12	1649	1590
O=[N+]([O-])c1cc(C(F)(F)F)ccc1-n1nnc2ccccc21	2102	1492
Cc1ccc2c(c1)Cc1nc3ccccc3nc1-2	1515	1579
O=C1C2C3C=CC(c4ccccc4)(C2C(=O)N1c1cccc(Cl)c1)C1C(=O)N(c2cccc(Cl)c2)C(=O)C31 (stereo not drawn)	1766	1686
Cc1ccc(S(=O)(=O)NC(C)C(=O)Nc2cccc([N+](=O)[O-])c2)cc1 (stereo not drawn)	1933	1522
N#Cc1ccccc1Sc1ccccc1C(=O)OCC(=O)NC1CCS(=O)(=O)C1 (stereo not drawn)	1733	1580
O=C(Nc1ccncc1)c1ccccc1[N+](=O)[O-]	1815	1589
O=C(COc1ncnc2ccccc12)NCCc1ccccc1	2251	1490
Cc1ccc(C(=O)N2CCN(c3ccccn3)CC2)cc1	2007	1701
COCCCNC(=O)c1cc(C(=O)c2ccccc2Br)c[nH]1	1635	1466
NNC(=O)C1CC(O)CN1S(=O)(=O)c1ccc(Cl)cc1 (stereo not drawn)	1674	1497
O=C(COC(=O)Cc1ccccc1[N+](=O)[O-])NCc1ccccc1Cl	1752	1548
Cc1cc(C(=O)COC(=O)CC2Sc3ccccc3NC2=O)c(C)n1-c1ccc(Br)cc1 (stereo not drawn)	1861	1865
CC(=O)n1cc([C@H]2C=C(C(=O)NCc3ccccc3)O[C@@H](OCc3ccc(CO)cc3)C2)c2ccccc21	1878	1626
COc1ccccc1NC(=O)CSCC(=O)N1c2ccccc2CCc2ccccc21	1706	1385
COc1ccc(CCNC(=O)COc2nncc3ccccc23)cc1	1627	1410
O=C(Oc1ccc2c(c1)OCO2)C12CC3CC(CC(C3)C1)C2	1732	1600
COc1cc2c(cc1OC)CN(CCC(=O)c1ccc(Br)cc1)CC2	1802	1532
CC(=O)Nc1ccc(NC(=O)CSc2nnc(-c3ccco3)o2)cc1	1686	1644
CC(Nc1nc(N2CCN(CCO)CC2)nc2ccccc12)c1ccccc1 (stereo not drawn)	1858	1825
COc1ccc(NS(=O)(=O)c2cccc(C(=O)N/N=C(\C)c3ccncc3)c2)cc1	1796	1637
C[N+]1(CC(=O)OCCCC2CCCCC2)CCCC1	1729	1563
COc1ccccc1NCCC(=O)OCC(=O)NC1CCCC(C)C1C (stereo not drawn)	1597	1637
N#Cc1cc([N+](=O)[O-])cnc1N(CCO)CCO	1760	1397
C/C(=N\Nc1ccc(Cl)c(C(=O)O)c1)c1cc2ccccc2o1	1630	1518
COc1ccc(C(=O)Oc2ccc(/C=N/NC(=O)c3ccccc3OC)cc2[N+](=O)[O-])cc1	1996	1525
COc1ccc(-n2cc(CNCc3cccnc3)c(-c3cccc(F)c3)n2)cc1	1676	1609
O=C(NCC1(c2ccccc2)CCCC1)c1ccc(Br)cc1	1856	1585
COc1ccc(CCNC(=O)Cn2c(=O)[nH]c3ccsc3c2=O)cc1OC	1507	1721
O=[N+]([O-])c1cc2c(cc1/C=N/n1c(-c3ccccn3)n[nH]c1=S)OCO2	2211	1477
C/C(=N\OCC(=O)Nc1ccccc1C(C)(C)C)c1ccc2c(c1)OCCO2	2060	1689
Cc1cc(C(C)(C)C)ccc1OCCCCN1CCCC1	1587	1504
O=C(c1cccnc1)C1CCCN(Cc2nc(Cc3ccccc3)no2)C1 (stereo not drawn)	1798	1500
CCN1CCN(CC(O)COCCOc2ccc(Br)cc2)CC1 (stereo not drawn)	1584	1569
Cc1ccc(S(=O)(=O)N=S(CCO)CCO)cc1	1601	1398
Cc1cccc(Nc2nc(N)c([N+](=O)[O-])c(N3CCCC(C)C3)n2)c1 (stereo not drawn)	1767	1374
Cc1nc(Nc2ccc(S(=O)(=O)N3CCCC3)cc2)c2nnn(Cc3ccccc3)c2n1	1790	1556
O=C1NC2(CCCC2)Oc2ccccc21	1720	1671
O=C(CN1C(=O)CC(c2ccccc2)Sc2ccccc21)NCC1CCCO1 (stereo not drawn)	1772	1494
CCC(=O)OCC(=O)Nc1cc(C)c(C)cc1[N+](=O)[O-]	1729	1607
Cc1ccc(-c2nnn(CC(=O)N(c3cnc4ccccc4c3)C(C(=O)NC3CCCC3)c3ccncc3)n2)o1 (stereo not drawn)	1782	1460
O=S(=O)(Nc1ncccn1)c1ccc(NC(=S)NCc2cccnc2)cc1	1985	1432
COc1ccc(CN2C(=O)N(c3ccccc3)C(=O)C2CC(=O)Nc2ccccc2)cc1OC (stereo not drawn)	1603	1569
COc1ccc(CCNC(=O)CSc2nc(-c3ccco3)cc(C(F)(F)F)n2)cc1	1978	1323
COc1ccc(NC(=O)C(NC(=O)c2ccc(=O)[nH]c2)c2ccc(OC)cc2)cc1 (stereo not drawn)	1542	1338
COc1ccccc1N1CCN(CC(O)COCc2cccs2)CC1 (stereo not drawn)	1902	1832
O=C(COC(=O)c1ccc2c(c1)OCCO2)Nc1cccc(S(=O)(=O)N2CCOCC2)c1	1796	1310
Cc1onc(-c2ccccc2Cl)c1C(=O)OCC(=O)Nc1ccc2c(c1)OCO2	1814	1418
CN(Cc1nc(-c2cnccn2)no1)CC1(c2ccccc2)CC1(C)C (stereo not drawn)	1970	1582
COc1ccccc1C(=O)NCC(=O)OCC(=O)Nc1cccc(S(=O)(=O)N(C)C)c1	2040	1638
C[C@H](NC(=O)c1nc[nH]c1C(=O)NC(c1ccccc1)c1ccccc1)C(=O)OC(C)(C)C	1583	1380

(next part)
Molecule	SRC1 TRFRET art	SRC3 TRFRET art
N#C/C(=C\C=C\c1ccccc1)C(=O)Nc1ccccc1	1881	1930
Brc1ccc2oc3c(N4CCOCC4)ncnc3c2c1	1907	1523
Cc1ccc(NC(=O)c2cccc(C(=O)OC(C)C)n2)c(Br)c1	1941	1462
O=C(O)c1cccc(-n2cccc2/C=C2/NC(=O)N(c3ccc(Cl)cc3)C2=O)c1	1353	1476
Cc1ccc(C)c(N2CCN(C(=O)C3CCCN(S(=O)(=O)c4c(C)noc4C)C3)CC2)c1 (stereo not drawn)	1811	1587
Cc1ccc(C(C)C)c(OCc2n[nH]c(=S)o2)c1	1876	1462
CC1CCN(CCCn2c(=S)[nH]c3c(sc4ccccc43)c2=O)CC1	2188	1682
CS(=O)(=O)c1ccc2nc(NC(=O)C3CCCO3)sc2c1 (stereo not drawn)	1686	1470
Cc1cc(C)nc(SCc2ccc(C(=O)N/N=C/c3ccco3)cc2)n1	1836	1438
O=C(NCc1ccc2c(c1)OCO2)c1ccccc1	2049	1595
O=C(CSc1nnc(-c2n[nH]c3ccccc23)n1-c1ccccc1)Nc1cccc(Cl)c1	1813	1557
COC(=O)c1ccc(N/C(=N/S(=O)(=O)c2ccccc2)c2ccccc2)cc1	1823	1664
COC(=O)c1ccc(COC(=O)CNS(=O)(=O)c2ccccc2)cc1	1651	1610
Cc1ccc(S(=O)(=O)N/N=c2\oc3ccccc3cc2C(=O)Nc2cccc(C)c2)cc1	2096	1646
O=C1C2C3C=CC(C3)C2C(=O)N1Nc1c(Cl)cc(Cl)cc1Cl (stereo not drawn)	1931	1720
CCOP(=O)(c1ccccc1)C(O)c1ccc(F)cc1 (stereo not drawn)	1807	1409
Fc1ccc(-c2n[nH]c(=S)n2-c2ccc3c(c2)OCCO3)cc1	2494*	2239*
C=C(C)c1cccc(C(C)(C)NC(=O)NC(c2ccccc2)c2ccc(OC)cc2)c1 (stereo not drawn)	1994	1720
O=C(COc1ccc(Cl)cc1Cl)NC(=S)Nc1ccccc1C(=O)O	1895	1765
O=C(CSc1nnc(-c2ccccc2)n1-c1ccccc1)c1ccc[nH]1	2158	1829
O=C(/C=C/c1cccc([N+](=O)[O-])c1)N1CCN(S(=O)(=O)c2cccs2)CC1	1770	1660
O=C(CCc1nnc(C2CCCCC2)o1)N1CCN(C2CCCCC2)CC1	1682	1409
Cc1ccc(-c2ccc(/C=C/C(=O)c3ccccc3)o2)cc1	1559	1437
CCOC(=O)c1nc(Nc2ccc(C(C)=O)cc2)c2ccccc2n1	1955	1396
Cc1cnc(NC(=O)Cc2cccs2)s1	1632	1537
O=C(Nc1cccc(Cl)c1)N1CCC(CO)(CCOc2ccccc2)CC1	1694	1576
COC(=O)C1=CN(Cc2cccs2)C=C(C(=O)OC)C1c1cccc(Cl)c1	1693	1490
COc1ccc(CCN(C)CCCC(C#N)(c2cc(OC)c(OC)c(OC)c2)C(C)C)cc1OC (stereo not drawn)	1578	1637
CCCC(=O)N1CCN(c2ccc(NC(=O)c3cccs3)cc2Cl)CC1	1821	1787
CC(=O)c1cccc(NC(=S)NC(=O)c2cccc(C)c2)c1	1903	1615
O=C1OC(C(=O)Nc2ccccc2)Cc2ccccc21 (stereo not drawn)	1625	1535
S=c1[nH]ccn1Cc1ccccc1	1448	1463
O=C(NCc1ccccn1)C12CC3CC(CC(C3)C1)C2	1582	1506
CN=c1scc(-c2ccc(Cl)cc2)n1C	1916	1727
NC(=O)c1ccccc1NC(=O)Nc1cccc(Cl)c1Cl	1816	1639
CN1CCN(Cc2c(C#N)c3ccccc3n2C)CC1	1742	1373
CCOC(=O)c1c(NC(=O)CSc2nnc(-c3c[nH]c4ccccc34)n2C)sc2c1CCCC2	1871	1812
COc1ccc(N2CCN(C(=O)CSc3nnc(NC(=O)C4CCC4)s3)CC2)cc1	1994	1609
Cn1c2ccccc2c2nn(-c3ccccc3)c(=O)cc21	2041	1529
CC(c1ccccc1)N1CCN(C(=O)CCl)CC1 (stereo not drawn)	1925	1668
N#CCCn1cc(C(=O)N2CCCCC2)c(-c2ccc([N+](=O)[O-])cc2)n1	1684	1590
CCOc1ccc(C(=O)NC(C)C2COc3ccccc3O2)cc1 (stereo not drawn)	1727	1340
COc1cc2nc(CN(C)Cc3ccc(Cl)cc3)[nH]c(=O)c2cc1OC	1995	1646
CCOc1cccc(OCCOCCN(C)C)c1	1713	1467
CC(=O)Nc1cccc2c1C(=O)N(c1ccc(OC(C)=O)cc1)C2=O	1564	1754
CCOC(=O)CC(=O)CSc1ncnc2c1nnn2-c1ccc(OC)cc1	2063	1678
COc1cccc(NC(=O)CCNS(=O)(=O)c2cccc3nsnc23)c1	1576	1231
O=C(Cc1n[nH]c(=O)c2ccccc12)N1CCN(c2ccc(F)cc2)CC1	1681	1404
CCCn1nc(C(=O)OCC(=O)Nc2cccc(S(N)(=O)=O)c2)c2ccccc2c1=O	1708	1509
COc1ccc(-c2nc(CSCC(=O)N3CCc4ccccc4C3)c(C)o2)cc1OC	2008	1775
O=C(OCn1nnc2ccccc2c1=O)C1=COCCO1	1762	1435
COc1ccc(NC(=O)C2CCCN2C(=O)OC(C)(C)C)cc1 (stereo not drawn)	1658	1597
O=C(c1ccccc1Br)N1CCn2c1nc1ccccc12	1931	1503
CC(=O)N(C(C)=O)c1nc2nc(C)cc(C)n2n1	1875	1507
CC(C)CN(C(=O)CN1CCN(c2ccc(F)cc2)CC1)c1c(N)n(CC(C)C)c(=O)[nH]c1=O	1845	1658
OCC1(Cc2ccccc2)CCCN(C2CCCC2)C1 (stereo not drawn)	1436	1586
C/C(=N\Nc1ccccc1Cl)c1ccc(-n2ccnc2)cc1	1672	1438
C=CCc1ccc(OCCCOc2ccc(C(=O)O)cc2)c(OC)c1	1761	1426

Screening results from PubChem BioAssay.
